# From PubChem
# NPR2 activator: human GC-B receptor activators, primary screen, HEK293 GC-B cells, cGMP TR-FRET, EC30 CNP. 0% at EC30 CNP, 100% saturating CNP. 370,000 tested, 0.11% active. AID 1920062, 2024. activation, % at 10 µM;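 active = activation at 10 µM reaching about 35% in either raw or pattern-adjusted values, limit read from the data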
# Target sequence (P20594 whole entry, looked up): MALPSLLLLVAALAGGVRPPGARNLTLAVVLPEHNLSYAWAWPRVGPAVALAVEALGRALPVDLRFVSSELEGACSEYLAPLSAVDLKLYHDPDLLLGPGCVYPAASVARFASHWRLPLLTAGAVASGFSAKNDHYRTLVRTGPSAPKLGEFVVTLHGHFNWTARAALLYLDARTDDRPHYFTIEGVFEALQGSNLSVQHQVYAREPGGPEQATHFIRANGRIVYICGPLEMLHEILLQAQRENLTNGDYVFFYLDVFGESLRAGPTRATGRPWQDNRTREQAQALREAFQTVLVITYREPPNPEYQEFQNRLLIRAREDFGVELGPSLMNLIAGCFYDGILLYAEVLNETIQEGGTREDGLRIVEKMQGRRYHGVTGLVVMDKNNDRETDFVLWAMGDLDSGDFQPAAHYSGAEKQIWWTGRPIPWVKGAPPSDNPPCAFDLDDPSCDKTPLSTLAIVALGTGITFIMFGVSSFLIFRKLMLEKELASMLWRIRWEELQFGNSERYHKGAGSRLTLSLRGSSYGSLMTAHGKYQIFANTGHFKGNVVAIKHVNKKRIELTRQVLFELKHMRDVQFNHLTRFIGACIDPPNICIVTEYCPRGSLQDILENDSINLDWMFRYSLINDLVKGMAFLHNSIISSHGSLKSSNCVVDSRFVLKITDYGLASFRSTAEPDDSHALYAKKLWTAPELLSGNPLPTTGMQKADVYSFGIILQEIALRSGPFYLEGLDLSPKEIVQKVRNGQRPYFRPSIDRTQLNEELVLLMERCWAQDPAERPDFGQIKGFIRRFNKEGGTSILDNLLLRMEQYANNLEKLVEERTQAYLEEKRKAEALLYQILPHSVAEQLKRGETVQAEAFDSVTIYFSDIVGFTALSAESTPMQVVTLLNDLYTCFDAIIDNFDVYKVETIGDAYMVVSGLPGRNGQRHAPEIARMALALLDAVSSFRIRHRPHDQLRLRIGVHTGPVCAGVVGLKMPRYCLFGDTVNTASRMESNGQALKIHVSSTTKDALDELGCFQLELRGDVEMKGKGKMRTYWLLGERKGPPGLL
# sPLA2-III inh: human group III sPLA2 inhibitors, primary screen, biochemical, QFRET, BODIPY PC-A2 liposome substrate; Group 3 secretory phospholipase A2 (Homo sapiens), Q9NZ20; QFRET BODIPY PC-A2 liposome hydrolysis, fluorescence; inhibition, % at 12.2 µM; 370,000 tested, 0.56% active;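 active = inhibition above mean plus 3 SD of compounds lying within the high and low control bounds, cut at about 19% in these data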;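 note: 0% = median of test compound wells and 100% = no enzyme DMSO wells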
# hgDAF-12 ag: H. glycines DAF-12 receptor agonists, primary screen, cell-based, luminescence, HEK293, GAL4 fusion, UAS-luciferase; HEK293 GAL4-hgDAF12 UAS-luciferase reporter, agonist luminescence; normalized to butyrate control; activation, % at 6.8 µM; 370,000 tested, 1.8% active;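 active = activation above a cutoff set at the mean of all screened compounds plus 3 SD, cut at about 10% in these data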;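 note: 0% = DMSO wells and 100% = sodium butyrate wells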
# ssDAF12 agonist: S. stercoralis DAF-12 nuclear receptor activators, primary screen, cell-based, luminescence, HEK293, GRIP1 co-expression, lit1-tk-luc | Nuclear hormone receptor DAF-12 (Strongyloides stercoralis) | HEK293 ssDAF-12/GRIP1 lit1-tk-luc reporter; % of 3 µM dafachronic acid response | activation, % at 6.8 µM | 370,000 tested, 1% active | AID 652126, 2013;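 active = activation above the mean over all tested compounds plus 3 SD, cut at about 0.9% in these data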;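 note: 0% = DMSO-only wells and 100% = 3 µM delta7-dafachronic acid wells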
# ADAM10 inh: human ADAM10 inhibitors, primary screen, biochemical, QFRET, HTS; 370,000 tested, 0.62% active; recombinant ADAM10, EDANS/DABCYL FRET peptide cleavage, 3 h; inhibition, % at 7 µM; Disintegrin and metalloproteinase domain-containing protein 10 (Homo sapiens), O14672; AID 720582, 2013;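 active = inhibition above a per-campaign cutoff equal to the mean of compounds falling between control-based bounds plus 3 SD, cut at about 20% in these data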;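 note: 0% = DMSO wells while the 100% control is not disclosed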
# DAX1 inh-1: DAX1 (NR0B1) inhibitors on StAR promoter, primary screen, cell-based, luminescence, SF-1 (NR5A1), full-length DAX-1 | HEK293T StAR-luciferase reporter, SF-1/DAX-1 repression relief | inhibition, % at 6.8 µM | 370,000 tested, 1.1% active | AID 652010, 2013;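 active = inhibition above the mean over all tested compounds plus 3 SD, cut at about 3.6% in these data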;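 note: 0% = DAX-1 cells with DMSO and 100% = cells lacking DAX-1 with DMSO; higher inhibition means more luminescence from relief of DAX-1 repression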
# DAX1 inh-2: DAX1 (NR0B1) inhibitors, primary screen, cell-based, HEK293, Gal4-DAX1, luciferase luminescence | AID 504766, 2011 | inhibition, % at 6.75 µM | Nuclear receptor subfamily 0 group B member 1 (Homo sapiens), P51843 | HEK293 Gal4-DAX1 luciferase reporter | 340,000 tested, 0.99% active;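 active = inhibition above the mean over all tested compounds plus 3 SD, cut at about 4.2% in these data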;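 note: 0% = DAX1-transfected cells with DMSO and 100% = empty-vector control cells with DMSO; inhibition shows as a rise in luminescence from relieved DAX1 repression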
# SMARCA2 activ: SMARCA2 (BRM) function activators, primary screen, cell-based, luminescence, high throughput; MG213 cells, MMTV-luciferase reporter, dexamethasone, overnight; activation, % at 9.1 µM; 370,000 tested, 1% active; AID 652017, 2013; in the data active = activation above about 7.8%;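 note: 0% = vehicle wells and 100% = reference activator wells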
# hcDAF-12 act: H. contortus DAF-12 nuclear receptor activators, primary screen, cell-based, luminescence, HEK293, lit1-tk-luc reporter | HEK293 hcDAF-12 lit1-tk-luc reporter; 0% DMSO, 100% Δ7-dafachronic acid | activation, % at 6.8 µM | 370,000 tested, 1.4% active;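 active = activation above the mean of all tested compounds plus 3 SD, cut at about 5.5% in these data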;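 note: 100% = response to 3 µM Δ7-dafachronic acid high control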
# FXN GAA850 act: FXN promoter activators, primary screen, cell-based, luciferase luminescence, HEK293 lucGAA850 | HEK293 lucGAA850 FXN promoter luciferase reporter, 24 h; percent of 10 µM SAHA response | activation, % at 6 µM | 360,000 tested, 0.56% active;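 active = activation above the average of all compounds screened plus 3 SD, cutoff fixed separately per campaign, cut at about 7.5% in these data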;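 note: 0% = DMSO wells and 100% = 10 µM SAHA wells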
# GC-A act: GC-A stimulated cGMP production enhancers – HEK293 GC-A cells, cGMP TR-FRET, EC30 ANP, primary screen; 0% at EC30 ANP, 100% saturating ANP; AID 1671463, 2021; activation, % at 10 µM; 370,000 tested, 0.14% active; in the data active = activation above about 40%
# * marks the source's active call; other numbers are inactive results; nt = no result given.
SMILES,NPR2 activator,sPLA2-III inh,hgDAF-12 ag,ssDAF12 agonist,ADAM10 inh,DAX1 inh-1,DAX1 inh-2,SMARCA2 activ,hcDAF-12 act,FXN GAA850 act,GC-A act
CC1Cc2ccccc2N1C(=O)c1cccnc1 (stereo unspecified),-4.1,-2.1,-2.2,-0.5,-1.4,-0.7,0.7,0.0,-0.4,2.1,-1.9
Cc1ccc(S(=O)(=O)N2CCC(C(=O)NNS(=O)(=O)c3ccc(Cl)cc3)CC2)cc1,6.6,-52.0,-2.5,-1.1,3.4,0.2,-0.1,-1.7,-0.5,-0.4,1.7
Cc1ccc(S(=O)(=O)NCCC(=O)NCc2ccccn2)cc1,2.4,0.6,-2.0,-0.4,-6.1,0.8,0.2,-0.3,-0.4,2.4,5.7
CC(Oc1ccccc1F)c1nnc(SCC(=O)NCc2ccc3c(c2)OCO3)o1 (stereo unspecified),-0.3,83.5*,0.7,-0.5,7.0,-0.7,-0.3,-1.9,-1.7,0.0,-1.4
Cc1c(NC(=O)C(C)OC(=O)Cc2ccc(F)cc2)c(=O)n(-c2ccccc2)n1C (stereo unspecified),-0.3,2.3,-3.2,-1.1,0.7,1.4,2.5,-2.3,-0.9,-0.6,1.9
COc1ccc(C(CNC(=O)c2cccc(S(=O)(=O)N3CCCC(C)C3)c2)N(C)C)cc1 (stereo unspecified),-9.5,7.8,0.6,-1.3,-1.4,0.7,-0.9,-2.8,-1.4,-3.4,1.0
O=C(CCC1N=C2c3ccccc3N=C(SCc3cccc(Cl)c3)N2C1=O)NCc1ccco1 (stereo unspecified),nt,-20.2,-4.2,-1.1,-63.1,-1.2,-1.0,-2.8,0.0,0.3,nt
CN(C)c1ccc(-c2nn3c(-c4ccco4)nnc3s2)cc1,-1.7,6.8,3.4,-1.6,-51.6,1.1,nt,3.7,-1.9,nt,-3.8
O=S1(=O)C=CC(Sc2nc3ccccc3[nH]2)C1 (stereo unspecified),1.6,0.5,1.0,-0.3,-6.9,0.2,-0.1,-2.1,2.7,2.3,2.1
CC(=O)Nc1ccc(NC(=O)C(=O)N/N=C/c2cccnc2)cc1,-2.4,-2.7,-0.8,0.3,-4.4,0.1,nt,-0.1,-1.3,2.3,1.1
Cc1ccc(S(=O)(=O)N2[C@@H](c3ccc(Cl)cc3)C(C(=O)O)=C[C@H]2C(C)(C)C)cc1,1.9,-11.2,-4.2,-0.5,-5.3,0.7,-1.2,-5.5,-0.5,0.7,-1.6
COc1ccccc1-c1noc2c1C(=O)NCC2,3.3,6.4,4.9,-0.9,-5.4,0.6,0.2,-2.2,-1.4,0.2,-2.9
CC(C)(C)NCC(O)COc1cccc2c1CCC(=O)N2 (stereo unspecified),-2.5,-0.4,-0.4,-1.4,-11.6,-0.6,-1.6,0.6,-0.1,0.8,2.9
NC(=NCc1ccccc1)NN=Cc1ccnc2ccccc12,-14.4,2.2,-0.6,-1.2,-9.1,1.0,nt,-4.3,-1.5,nt,-9.7
Cc1cc(C)c(NC(=O)COC(=O)C2CCCO2)c(C)c1 (stereo unspecified),3.8,-4.9,0.1,-1.5,2.2,0.3,-0.1,4.2,0.4,2.5,-1.6
Cc1cccc(C)c1-n1nnnc1C1(C)CN(S(C)(=O)=O)CC(=O)N1Cc1ccc(F)cc1 (stereo unspecified),0.1,-4.4,0.2,-0.9,5.7,-0.7,nt,-0.2,-2.2,nt,-5.6
COc1ccc(S(=O)(=O)N2CCOCC2)cc1NC(=O)c1cccc(Cl)c1,5.8,2.3,2.9,-1.4,7.3,-1.5,0.6,3.5,2.9,1.4,-3.3
O=C1Cc2ccccc2C(c2ccccc2)N1 (stereo unspecified),-1.4,3.2,-2.1,-1.4,-2.7,0.2,-0.5,-4.9,-1.0,0.6,4.7
Cc1sc2nc(SCC(=O)Nc3cccc(S(N)(=O)=O)c3)[nH]c(=O)c2c1C,1.6,-24.8,1.0,-1.4,-6.0,0.7,-0.6,-2.3,1.4,1.8,-1.4
CCOC(=O)N1CCN(CC(O)COc2c(C)cc(C)cc2C)CC1 (stereo unspecified),-0.7,11.2,2.3,-1.0,3.4,0.2,0.0,-2.6,-2.8,2.0,4.0
CCOc1ccc(C(=O)Nc2ccc3c(c2)OCO3)cc1OCC,3.8,6.3,1.8,-0.9,10.7,0.8,3.0,-0.6,-0.9,1.2,1.4
Nc1cc(=O)[nH]c(SCc2nnnn2-c2ccc(Cl)cc2)n1,2.5,-5.3,-2.4,-1.3,-0.9,-0.6,-1.3,9.4*,2.4,-1.6,4.2
COc1cc(/C=N/NC(=O)c2ccncc2)cc2c1OCO2,-1.9,13.2,-0.9,-0.7,5.9,0.5,2.1,-2.0,-2.0,2.6,-7.0
Cn1c(O)c(N=NC(=O)CNC(=O)c2cccnc2)c2ccccc21,-1.8,4.4,-0.4,-0.8,-5.2,-0.3,0.5,-3.4,0.7,-1.6,3.8
COC[C@H]1CCCN1c1ccc2c(c1)OCCCN(C1CC1)S2(=O)=O,7.7,-1.3,0.5,-0.6,2.9,0.9,nt,-0.3,-2.2,nt,1.5

# Some entries already given with just FXN GAA850 act and ssDAF12 agonist:
molecule | FXN GAA850 act | ssDAF12 agonist
CN(C)c1ccc(-c2nn3c(-c4ccco4)nnc3s2)cc1 | nt | -1.6
O=S1(=O)C=CC(Sc2nc3ccccc3[nH]2)C1 (stereo unspecified) | 2.3 | -0.3

# Carrying on.
SMILES,NPR2 activator,sPLA2-III inh,hgDAF-12 ag,ssDAF12 agonist,ADAM10 inh,DAX1 inh-1,DAX1 inh-2,SMARCA2 activ,hcDAF-12 act,FXN GAA850 act,GC-A act
CCOc1ccc(C(=O)NCC(=O)NNC(=O)CN(C)S(=O)(=O)c2ccc(Cl)cc2)cc1OCC,2.9,-1.6,-0.4,-0.9,-4.3,0.1,-1.0,-0.9,-0.5,1.1,0.5
CCn1c(NCc2ccccc2NS(=O)(=O)c2ccc(C)cc2)nc2ccccc21,-3.3,-11.1,-1.3,-1.9,27.4*,-0.9,-1.3,-2.4,-1.9,-0.5,-10.1
COc1ccc(N/C=C/C(=O)c2sc(-c3ccccc3)nc2C)cc1,-3.6,-8.6,0.1,-0.9,-0.1,-0.1,-0.7,0.2,-1.1,-0.3,-6.7
Cc1cc(=O)[nH]c(SC(C(=O)O)c2ccccc2)n1 (stereo unspecified),-0.4,5.5,6.3,-1.0,-1.7,0.0,0.7,4.6,4.4,0.1,-0.8
C=CCNc1nc(-c2cc3ccccc3o2)cs1,-5.0,-0.5,18.4*,1.5*,8.1,6.5*,0.1,3.1,9.1*,3.0,5.5
COc1cccc(-c2cc(C(=O)N3CC4(C)CC3CC(C)(C)C4)no2)c1 (stereo unspecified),1.6,5.9,-0.2,-0.5,3.0,0.0,1.0,0.1,-1.0,2.6,-8.4
Cc1cc2cc3c(=O)[nH]c(=O)cc-3n(CC(O)C(O)C(O)CO)c2cc1C (stereo unspecified),-2.1,3.2,0.9,-0.3,-139.0,-0.6,-1.0,-1.7,-0.5,1.1,-10.3
O=C(CSc1nnnn1-c1ccccc1)Nc1ccc(Cl)cn1,0.3,-6.2,-0.3,-1.4,-6.3,-0.2,-0.7,-0.3,-0.6,2.6,-1.6
COc1ccc(NC(=O)c2ccccc2-c2ccc(C(F)(F)F)cc2)cc1S(=O)(=O)N1CCOCC1,3.3,-1.8,-1.2,-1.1,7.7,-0.5,-1.6,1.4,-0.9,0.2,-3.3
Cc1ccc(C(C(=O)NC2CCCCC2)N(Cc2cccnc2)C(=O)c2csnn2)cc1 (stereo unspecified),-1.7,3.8,0.3,-0.8,-6.3,-0.1,-0.5,-0.9,-1.1,1.6,-3.5
COc1ccc2cc3cc(C(=O)Nc4ccc5c(c4)OCO5)oc3nc2c1,-6.9,7.7,1.0,-1.7,-44.0,-0.4,-0.1,-1.8,-1.3,1.0,5.5
CC(C)(C)c1cc(C(=O)N/N=C/c2ccc(O)cc2)n(-c2ccccc2)n1,-1.6,-7.4,-1.6,-1.7,-3.5,-0.3,-1.3,1.7,-2.4,1.2,-7.4
CCCn1nnnc1NCc1ccc(N(CC)CC)cc1,-1.4,7.6,-2.6,-0.9,-3.9,-0.6,-0.3,-2.1,-1.6,1.2,-1.2
O=C(CCCCCn1c(=S)[nH]c2ccc(N3CCOCC3)cc2c1=O)NC1CCN(Cc2ccccc2)CC1,-1.2,1.6,-1.1,-2.0,-168.0,-1.2,-0.5,-5.1,-2.6,-3.1,6.8
Cc1cc(C)nc(NS(=O)(=O)c2ccc(NC(=O)c3ccc4c(c3)OCCO4)cc2)n1,-0.1,-0.5,-2.5,-1.3,-5.8,0.2,-1.4,-2.3,0.6,-0.3,-2.5

# Three consecutive compounds from above, quoted:
SMILES,NPR2 activator,sPLA2-III inh,hgDAF-12 ag,ssDAF12 agonist,ADAM10 inh,DAX1 inh-1,DAX1 inh-2,SMARCA2 activ,hcDAF-12 act,FXN GAA850 act,GC-A act
CCCn1nnnc1NCc1ccc(N(CC)CC)cc1,-1.4,7.6,-2.6,-0.9,-3.9,-0.6,-0.3,-2.1,-1.6,1.2,-1.2
O=C(CCCCCn1c(=S)[nH]c2ccc(N3CCOCC3)cc2c1=O)NC1CCN(Cc2ccccc2)CC1,-1.2,1.6,-1.1,-2.0,-168.0,-1.2,-0.5,-5.1,-2.6,-3.1,6.8
Cc1cc(C)nc(NS(=O)(=O)c2ccc(NC(=O)c3ccc4c(c3)OCCO4)cc2)n1,-0.1,-0.5,-2.5,-1.3,-5.8,0.2,-1.4,-2.3,0.6,-0.3,-2.5

# Random draw from the library. Share with any hit: about 6.6%.
